# High-throughput results: PubChem BioAssay, Broad Institute
# Casp6 inh – human caspase-6 inhibitors, primary screen, biochemical, VEID-R110 fluorescence, single point, set 2. AID 686996, 2013. inhibition, % at 12.5 µM. 0.53% of 350,000 active. purified caspase-6, Z-VEID-R110 cleavage fluorescence;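 active means mean inhibition across replicates at least about 35%, with every replicate also reaching that limit, limit read from the data; inconclusive means only one of the two criteria met; inactive means neither criterion met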;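 further: 0% = median of neutral control wells and 100% = no fluorescence left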
# Target sequence (P55212 24-179 limits assumed): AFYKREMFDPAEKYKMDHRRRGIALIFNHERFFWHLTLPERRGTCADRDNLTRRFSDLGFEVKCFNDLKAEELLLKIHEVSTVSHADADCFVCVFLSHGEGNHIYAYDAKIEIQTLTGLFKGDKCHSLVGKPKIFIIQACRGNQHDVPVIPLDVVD
# Target sequence (P55212 194-293 limits assumed): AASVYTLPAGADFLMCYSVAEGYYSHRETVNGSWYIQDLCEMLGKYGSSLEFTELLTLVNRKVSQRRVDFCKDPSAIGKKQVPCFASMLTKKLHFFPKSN
# S100A4 inh HTS – inhibitors of S100A4-myosin IIA peptide binding, primary screen, biochemical, fluorescence polarization, TAMRA-MyoIIA peptide | 0.14% of 360,000 active | inhibition, % at 10.7 µM | AID 652163, 2013 | Protein S100-A4 (Homo sapiens), P26447;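 active means mean inhibition of at least 70% across replicates, with every replicate also reaching that level; inconclusive means mean inhibition reaches 70% but some replicates fall short; inactive means mean inhibition below 70%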
# Target sequence (P26447 whole entry, looked up): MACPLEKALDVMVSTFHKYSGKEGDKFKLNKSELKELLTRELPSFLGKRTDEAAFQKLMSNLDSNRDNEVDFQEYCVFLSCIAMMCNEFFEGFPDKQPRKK
#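 Test system: S100A4 monomer protein. Medium: HEPES buffer with Ca2+, pH 7.2. Reagent: fluorescent myosin IIA peptide, 5 nM. Compound dosing: single-point compound testing. Timing: 5 min between mix addition and reading. Benchmarks: DMSO neutral and TFP positive wells.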
# C2C12 statin – suppressors of statin myotoxicity in C2C12 myotubes, primary screen, cell-based, single point, plate reader. C2C12 myotubes + simvastatin, ATP luminescence, 48 h; scaled: DMSO 0, geranylgeraniol control 100. rescue of ATP level, % at 7.49 µM. 0.78% of 330,000 active. AID 602340, 2012;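 active means mean ATP rescue above about 67%, or every replicate alone reaching that limit, limit read from the data, passing the limit was not always enough; inconclusive means no clear call, values can overlap the other calls; inactive means mean under the limit and some replicate under it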;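 further: myotubes were challenged with 10 µM simvastatin during compound exposure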
# esBAF inh – Bmi1 luciferase reporter increase in mESCs, primary screen, esBAF inhibitor project, mouse ES cells, Bmi1 luciferase knock-in, single point; AID 602393, 2012; 2% of 350,000 active; 24 h; 100% = twice the neutral-well signal; reporter increase, % at 12.5 µM; in the data active means activation above about 40%; inconclusive means no clear call, values can overlap the other calls;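 further: 0% = median of the plate's neutral control wells and 100% = double that signal; a rise in the Bmi1 reporter signal indicates esBAF inhibition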
# FN deposit inh – inhibitors of fibronectin matrix deposition, primary screen, AH1F cells, Alexa488-fibronectin fluorescence, plate reader; inhibition, % at 12.6 µM; AH1F fibroblasts, overnight; 0.086% of 350,000 active;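 active means mean inhibition across replicates of 30% or more, regardless of how many single replicates reach that level; inconclusive means mean under 30% yet at least half of replicates reach 30%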;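 further: positive control wells lacked labelled fibronectin entirely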
#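 Material: AH1F fibroblast monolayer depositing Alexa488-labelled fibronectin into matrix | Input: 10000 AH1F cells/well | Medium: DMEM plus 2% serum, read in PBS | Reagent: Alexa488-fibronectin, 24 nM final in well | Compound dosing: One dose per compound, pinned | Schedule: 1 h adhesion, overnight exposure | Measured by: Fluorescence at 485 nm excitation, 525 nm emission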
# SIRT5 inh – SIRT5 desuccinylase inhibitors, primary screen, biochemical, fluorescence imaging, single point, set 5 | NAD-dependent protein deacylase sirtuin-5, mitochondrial (Homo sapiens), Q9NXA8 | inhibition, % at 15 µM | 1.1% of 330,000 active | Purified SirT5, succinyl-peptide AMC, trypsin-coupled fluorescence; in the data active means inhibition above about 15%; inconclusive means no clear call, values can overlap the other calls
# Target sequence (Q9NXA8 whole entry, looked up): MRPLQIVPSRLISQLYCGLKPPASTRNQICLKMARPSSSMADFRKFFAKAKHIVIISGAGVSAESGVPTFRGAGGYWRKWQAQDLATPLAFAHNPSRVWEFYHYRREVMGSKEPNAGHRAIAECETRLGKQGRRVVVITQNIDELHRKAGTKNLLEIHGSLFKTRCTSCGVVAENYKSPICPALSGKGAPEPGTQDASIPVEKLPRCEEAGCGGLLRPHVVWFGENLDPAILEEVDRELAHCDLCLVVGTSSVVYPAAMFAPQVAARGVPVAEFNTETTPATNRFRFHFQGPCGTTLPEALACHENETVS
# LGR2 antag – inhibitors of bursicon-induced LGR2 CRE-luciferase signal, primary screen, cell-based, HEK293, CRE-luciferase reporter, bursicon stimulation | Drosophila bursicon receptor LGR2 (rickets) | bursicon-stimulated, 4 h | inhibition, % at 9.99 µM | 0.35% of 380,000 active | AID 720647, 2013;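 active means drop in luminescence signal, shown as inhibition above about 50% in the replicate tests, limit read from the data, passing the limit was not always enough; inconclusive means probably only some replicates passing the limit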;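 further: agonist challenge used bursicon conditioned medium at about half maximal strength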
# The depositor's hits bear a star; ? = inconclusive; nt = not tested or not shown. Some of the compounds tested; rates above refer to the full screens.
SMILES,Casp6 inh,S100A4 inh HTS,C2C12 statin,esBAF inh,FN deposit inh,SIRT5 inh,LGR2 antag
Cc1ccc2nc(Cl)c(C3CC(c4cccs4)=NN3C(=O)CCC(=O)O)cc2c1 (stereo not given),0,-6,nt,nt,-20,-2,-21
Cn1cc(SCC(=O)O)c2ccccc21,nt,nt,5,-2,1,nt,nt
COc1ccc(C(=O)c2cn[nH]c2-c2ccc(C)cc2O)cc1,1,-5,-1,-2,8,-3,-3
COc1ccc2c3c(n(C)c2c1)[C@@H](CO)N(S(C)(=O)=O)CC31CN(C(=O)C2CCCC2)C1,1,-1,nt,nt,nt,0,-6
CCCCn1c(=O)c(CCC(=O)OCC(=O)NCc2ccc(OC)c(OC)c2)nc2ccccc21,2,8,nt,nt,-12,-3,3
Cc1ccc(NC(=O)CN2C(=O)C(=O)N(C3CCCC3)C2=O)c(Cl)c1,-4,0,4,5,2,-2,8
COC(=O)c1cc(Oc2ccc(S(=O)(=O)N3CCOCC3)cc2[N+](=O)[O-])cc(C(=O)OC)c1,1,-6,6,3,3,-7,2
O=C(Nc1ccc(N2CCCC2)cc1)c1cc([N+](=O)[O-])ccc1N1CCOCC1,0,-4,-17,4,2,-1,1
COc1ccc(NC(=O)Nc2ccc3c(c2)C(=O)N([C@@H](C)CO)C[C@H](C)[C@H](CN(C)Cc2ccc(C(F)(F)F)cc2)OCCCC[C@@H](C)O3)cc1,-1,2,?,5,-6,9,-4
O=Cc1cn(CC(=O)Nc2ccccc2)c2ccccc12,-2,2,10,0,0,-2,2
O=S(=O)(Nc1ccc(-c2nc3cccnc3s2)cc1)c1cccs1,0,-3,-29,31,4,-26,-45
Cc1cccc(C(=O)N2CCCC(Nc3ccc(F)c(F)c3)C2)n1 (stereo not given),-1,41,3,-8,nt,5,6
Cc1ccc2nc(SCc3ccccc3)c(C=O)c(=O)n2c1,-1,3,nt,nt,-1,4,10
CO[C@@H]1CN(C)C(=O)c2cc(NS(=O)(=O)c3cccc(Cl)c3)ccc2OC[C@@H](C)N(C(=O)Cc2cccnc2)C[C@H]1C,-1,41,1,-6,5,9,13
O=C(N/N=C/c1cc(O)ccc1Br)c1cccnc1,-9,-2,36,-31,15,-8,7
Cc1ccc2occ(/C=N/NC(=O)c3ccccc3O)c(=O)c2c1,31,-7,-87,12,10,3,2
O=C(OCC(=O)N1CCNC1=O)c1ccccc1Cl,-3,0,-1,34,1,-2,-8
N#C[C@@H]1[C@@H](c2ccccc2-c2ccccc2)[C@H](CO)N1C(=O)NC1CCCCC1,0,-2,nt,nt,-3,8,12
Cc1cc2c(cc1C)N1C(=O)c3cc4ccccc4cc3NC(=O)C1C(=O)N2 (stereo not given),4,0,-4,10,3,-6,22
CN1CCN(C(=O)C[C@H]2CC[C@H]3[C@@H](COC[C@H](O)CN3CC3CCCCC3)O2)CC1,-1,7,-6,3,-7,1,-9
COc1ccc(-c2cnc3c(c2)C(=O)N([C@@H](C)CO)C[C@@H](C)[C@@H](CN(C)C(=O)NC2CCCC2)O3)cc1,-2,-6,-5,2,-2,-4,-2
COc1cc(C(=S)N2CCN(C(c3ccccc3)c3ccccc3)CC2)cc(OC)c1O,-1,-8,25,-7,-6,-2,15
Cc1ccc(NC(=O)COC(=O)COc2ccc3ccc(=O)oc3c2)cc1[N+](=O)[O-],-3,-2,3,-6,-5,1,2
CN1CCN(S(=O)(=O)c2cccc(C(=O)N(C)Cc3c(F)cccc3Cl)c2)CC1,-3,-4,-11,6,-3,-1,12
CCN(CC)C(=O)CC(c1ccc(N(C)C)cc1)c1c(OC)cc(OC)c2c(-c3ccccc3)cc(=O)oc12 (stereo not given),1,4,13,-1,0,-3,0
Cc1ccc(NC(=O)c2cc(S(=O)(=O)N3CCCCC3)ccc2N2CCOCC2)cc1,0,-1,27,3,2,1,-4
C[C@H](CO)N1C[C@H](C)[C@@H](CN(C)S(=O)(=O)c2ccc(Cl)cc2)OCc2ccccc2-c2c(n(C)c3ccccc23)C1=O,-2,1,nt,-6,-15,2,40
Cc1ccc(NC(=O)CN2C(=O)CC(C)S(=O)(=O)c3ccccc32)cc1 (stereo not given),-3,1,-1,1,-7,0,-11
C[C@@H]1CN([C@H](C)CO)C(=O)c2cccc(NC(=O)c3ccc(-c4nccs4)cc3)c2O[C@@H]1CN(C)Cc1ccc(-c2ccccc2)cc1,nt,-27,-28,2,nt,6,-5
C[C@H](CO)N1C[C@H](C)[C@H](CN(C)C(=O)C2CC2)Oc2ncc(C#Cc3cccc(F)c3)cc2C1=O,1,-3,nt,-9,nt,1,-6
COCCCNc1nc2ccccc2nc1NS(=O)(=O)c1cccc(C)c1,-4,-3,-7,-4,nt,2,4
CO[C@@H]1CN(C)C(=O)c2ccc(NC(=O)Nc3ccccc3)cc2OC[C@H](C)N(C(C)=O)C[C@H]1C,0,-2,2,2,-16,-1,13
O=C(Nc1ccccc1)OCCOc1ccccc1Br,-1,0,-7,45*,9,-1,-24
COc1cc(C=O)cc(Br)c1OCC(N)=O,1,-4,nt,nt,18,-3,7
COc1ccc(Cc2nnc(-c3ccc(F)cc3)o2)cc1OC,6,-10,16,3,4,3,-26
CC(C)(C)C(=O)Nc1cc(S(=O)(=O)Nc2ccc(Cl)cc2)ccc1O,5,3,nt,nt,-2,-6,-2
COc1ccc(-c2c(C#Cc3ccsc3)c3cc(-c4ccc5c(c4)OCCO5)ccc3n2C)cc1,-2,3,14,-13,-7,nt,-4
CCc1ccc(C(O)c2ncc(-c3ccccc3C(F)(F)F)[nH]2)cc1 (stereo not given),-1,-3,-12,-2,-3,nt,-2
Cc1occc1C(=O)N/N=C/c1ccc(-c2ccccc2)cc1,-2,-12,-433,-7,-2,0,13
c1ccc(C2CC(c3ccccc3)C(c3ccccc3)N2)cc1 (stereo not given),-1,-14,6,-4,-11,0,-19
Cc1[nH]c(=O)[nH]c(=O)c1S(=O)(=O)N1CCOCC1,nt,nt,5,-2,4,nt,nt
CC(=C/c1ccccc1)/C=N/NC(=O)c1cc(C)oc1C,3,-1,nt,nt,1,-8,-61
CC1CCC(NC(=O)c2cc3c(=O)n(C)c4ccccc4c3n2C)CC1 (stereo not given),-1,-3,-3,10,-6,nt,-3
COC(=O)[C@@H]1C[C@H]2CC[C@H](O)C[C@H]2N1Cc1ccc(Cl)cc1,2,-3,8,-3,-7,-4,-7
COC(=O)C1CCN(C(=O)C2CCC(=O)N(CCc3cccc(F)c3)C2)CC1 (stereo not given),-2,2,12,53*,-2,3,0
CN1CCN(C(=O)C2=C[C@H](c3ccc4c(c3)OCO4)C[C@H](OCCCCO)O2)CC1,-2,4,3,-6,-4,-9,4
O=C(NCc1ccc(F)cc1)C1CCC(CNS(=O)(=O)c2cccs2)CC1 (stereo not given),-4,4,-29,4,5,-1,5
COc1ccc2c3c([nH]c2c1)[C@H](CO)N(Cc1cccc(F)c1)CC31CN(Cc2ccccn2)C1,-7,4,nt,nt,nt,1,13
Cc1cccc(C)c1-n1c(=O)n(Cc2ccccc2)c(=O)c2[nH]cnc21,1,8,9,-2,-2,-3,-4
Cc1ccc(-c2nn(CC(=O)Nc3cccnc3)c(=O)c3ccccc23)cc1,nt,nt,6,3,-2,nt,nt
COc1ccc(CN2CCN(CC(O)Cn3c4ccccc4c4ccccc43)CC2)cc1 (stereo not given),2,-1,nt,nt,nt,-5,21
COc1ccc([Si](C)(C)[C@H]2[C@H](CCn3cc([C@H](O)c4ccccc4)nn3)O[C@@]3(C(=O)N(Cc4cccc(N5CCOC5=O)c4)c4ccccc43)[C@@H]2C)cc1,-1,-49,nt,nt,nt,23*,nt
C[C@@H]1CN([C@H](C)CO)C(=O)c2cc(NC(=O)Nc3ccccc3)ccc2O[C@@H](C)CCCCO[C@H]1CN(C)C,-1,2,14,-2,nt,0,20
Cc1cc(Cl)ccc1OCC(=O)Nc1nc(-c2cccs2)cs1,nt,nt,-13,-4,-9,nt,nt
COCCn1c(SCC(=O)c2ccc3c(c2)OCCO3)nnc1-c1ccoc1C,nt,nt,-7,0,4,nt,nt
CCCCCn1nnc2c(=O)oc3ccccc3c21,2,0,-1,-11,6,2,5
Cc1noc(C)c1NC(=O)Nc1ccc2c(c1)C(=O)N([C@@H](C)CO)C[C@H](C)[C@@H](CN(C)S(=O)(=O)c1cccs1)O2,0,55,8,2,nt,8,0
C[C@H]1CN([C@@H](C)CO)C(=O)Cc2cc(NC(=O)CCCCCC(=O)Nc3ccccc3N)ccc2O[C@H]1CN(C)S(=O)(=O)c1cn(C)cn1,1,-2,-7,-3,-2,nt,-11
C[C@H]1CN([C@@H](C)CO)C(=O)Cc2cc(NC(=O)NC3CCCCC3)ccc2O[C@H]1CN(C)CC1CC1,-1,-2,12,-5,nt,-1,2
O=C(C[C@@H]1C[C@@H]2c3cc(NC(=O)NC4CCCCC4)ccc3O[C@@H]2[C@@H](CO)O1)NC1CCCC1,0,17,nt,nt,-17,nt,-18

# Among those listed so far, two have a COOH group.
SMILES,Casp6 inh,S100A4 inh HTS,C2C12 statin,esBAF inh,FN deposit inh,SIRT5 inh,LGR2 antag
Cc1ccc2nc(Cl)c(C3CC(c4cccs4)=NN3C(=O)CCC(=O)O)cc2c1 (stereo not given),0,-6,nt,nt,-20,-2,-21
Cn1cc(SCC(=O)O)c2ccccc21,nt,nt,5,-2,1,nt,nt

# Profiles from above. Screens in order: Casp6 inh, S100A4 inh HTS, C2C12 statin, esBAF inh, FN deposit inh, SIRT5 inh, LGR2 antag
# Cc1cccc(C)c1-n1c(=O)n(Cc2ccccc2)c(=O)c2[nH]cnc21 in the list: 1, 8, 9, -2, -2, -3, -4
# COCCCNc1nc2ccccc2nc1NS(=O)(=O)c1cccc(C)c1 in the list: -4, -3, -7, -4, nt, 2, 4

# Molecules shown so far that contain two or more sulfur atoms, in the order listed:
SMILES,Casp6 inh,S100A4 inh HTS,C2C12 statin,esBAF inh,FN deposit inh,SIRT5 inh,LGR2 antag
O=S(=O)(Nc1ccc(-c2nc3cccnc3s2)cc1)c1cccs1,0,-3,-29,31,4,-26,-45
O=C(NCc1ccc(F)cc1)C1CCC(CNS(=O)(=O)c2cccs2)CC1 (stereo not given),-4,4,-29,4,5,-1,5
Cc1cc(Cl)ccc1OCC(=O)Nc1nc(-c2cccs2)cs1,nt,nt,-13,-4,-9,nt,nt
Cc1noc(C)c1NC(=O)Nc1ccc2c(c1)C(=O)N([C@@H](C)CO)C[C@H](C)[C@@H](CN(C)S(=O)(=O)c1cccs1)O2,0,55,8,2,nt,8,0
